Source: PubChem BioAssay
MazEF act – activators of E. coli MazEF toxin-antitoxin RNase, primary screen, biochemical, fluorescence, uHTS; activation, % at 20 µM; AID 504720, 2011; FAM/BHQ RNA-DNA oligo cleavage fluorescence, 5 h; Endoribonuclease toxin MazF (Escherichia coli (strain K12)), P0AE70; actives 0.32% (n = 350,000); in the data active means activation above about 50%
Target sequence (P0AE70 whole entry, looked up): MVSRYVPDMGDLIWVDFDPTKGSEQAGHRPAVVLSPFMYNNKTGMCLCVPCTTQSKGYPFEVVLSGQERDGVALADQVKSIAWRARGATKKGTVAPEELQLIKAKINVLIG
TcdB GH inh – TcdB glycohydrolase inhibitors, primary screen, biochemical, single point, plate reader. inhibition, % at 9.99 µM. Toxin B (Clostridioides difficile), P18177. TcdB glycohydrolase enzymatic assay. actives 0.24% (n = 350,000); in the data active means inhibition above about 10%
DUSP3 inh – VHR1 phosphatase inhibitors, primary screen, biochemical, absorbance, uHTS | actives 0.52% (n = 290,000) | inhibition, % at 13.3 µM | recombinant VHR phosphatase, pNPP absorbance; in the data active means inhibition above about 50%; further: some compounds called inactive have numbers as strong as hits
Target sequence (P51452 whole entry, looked up): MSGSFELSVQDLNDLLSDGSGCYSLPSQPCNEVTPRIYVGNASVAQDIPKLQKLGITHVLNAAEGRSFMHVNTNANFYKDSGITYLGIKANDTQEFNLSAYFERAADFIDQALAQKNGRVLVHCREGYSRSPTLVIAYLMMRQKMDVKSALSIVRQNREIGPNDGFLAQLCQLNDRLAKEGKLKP
PfHsp40 yeast – rescue of yeast from PfHsp40 toxicity, primary screen, S. cerevisiae, ATP luminescence. growth rescue, % at 12.5 µM. actives 0.68% (n = 340,000). AID 504582, 2011. S. cerevisiae expressing PfHsp40, growth rescue; in the data active means growth rescue above about 28%, passing the limit was not always enough; inconclusive means no clear call, values can overlap the other calls;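 further: yeast W303a lacking pdr1 and pdr3 grown in galactose medium; growth measured after three days at 30 °C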
Yp Topo-I inh – Yersinia pestis topoisomerase I inhibitors, primary screen, biochemical, cleavage product accumulation, plate reader, single point. DNA topoisomerase I (Yersinia pestis CO92). Y. pestis Topo-I cleavage product accumulation. activity, % at 10 µM. actives 0.064% (n = 360,000). AID 504884, 2011; in the data active means activity above about 50%, passing the limit was not always enough; inconclusive means no clear call, values can overlap the other calls; further: inactives centre near 2
Anthrax LF prot – Bacillus anthracis LF protease inhibitors, primary screen, biochemical, multiplex microsphere, MLPCN library; Lethal factor (Bacillus anthracis), P15917; multiplex microsphere protease cleavage assay; inhibition, % at 10 µM; actives 0.12% (n = 360,000); in the data active means inhibition above about 30%; inconclusive means no clear call, values can overlap the other calls; further: plate controls were buffer without enzyme for full effect and enzyme alone for no effect
Rv3671c inh – Rv3671c serine protease inhibitors, primary screen, biochemical, fluorescence polarization, M. tuberculosis H37Rv | P9WHR9 | inhibition, % at 5.96 µM | actives 0.048% (n = 320,000) | AID 2606, 2010; in the data active means inhibition above about 38%;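 further: extracellular domain of Rv3671c used as enzyme; 0% = enzyme with DMSO and 100% = no enzyme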
Target sequence (P9WHR9 whole entry, looked up, the tested form may be a part): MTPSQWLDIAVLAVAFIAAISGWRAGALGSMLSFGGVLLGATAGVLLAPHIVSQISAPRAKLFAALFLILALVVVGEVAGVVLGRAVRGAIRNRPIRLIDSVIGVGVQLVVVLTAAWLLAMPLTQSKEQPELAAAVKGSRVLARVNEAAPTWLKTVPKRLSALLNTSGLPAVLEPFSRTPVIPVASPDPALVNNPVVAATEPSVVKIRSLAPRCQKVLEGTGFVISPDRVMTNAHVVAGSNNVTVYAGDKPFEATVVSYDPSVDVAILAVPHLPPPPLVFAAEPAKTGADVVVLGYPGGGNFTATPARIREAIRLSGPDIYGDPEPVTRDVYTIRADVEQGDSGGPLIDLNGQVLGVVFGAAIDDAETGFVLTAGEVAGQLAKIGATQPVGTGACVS
Vc quorum ag – inducers of Vibrio cholerae quorum light production without autoinducers, primary screen, BH1578 luxS cqsA deficient, single point; V. cholerae BH1578 lux reporter, luminescence, 6 h; activation, % at 18.7 µM; actives 0.16% (n = 350,000); AID 588436, 2011; in the data active means activation mostly above about 9.7%, no sharp cut-off; inconclusive means no clear call, values can overlap the other calls; inactive means mostly below about 3.7%; further: not every result past the cut was called active; inactives centre near 0; reference of the scale not given here
SARS 3CLpro inh – SARS-CoV 3CLpro protease inhibitors, primary screen, biochemical, quenched FRET | actives 0.14% (n = 290,000) | recombinant SARS-CoV 3CLpro, quenched FRET peptide cleavage | Replicase polyprotein 1ab (Severe acute respiratory syndrome coronavirus), P0C6X7 | inhibition, % at 6 µM | AID 1706, 2009; in the data active means inhibition above about 12%
PriA SSB inh – inhibitors of Klebsiella pneumoniae PriA binding to SSB C-terminal tail, primary screen, biochemical, AlphaScreen | PriA–SSB C-terminal tail interaction (Klebsiella pneumoniae) | AlphaScreen SSBct-PriA binding, biotinylated peptide | inhibition, % at 33 µM | actives 0.6% (n = 430,000) | AID 1272365, 2023; in the data active means inhibition mostly above about 37%, no sharp cut-off; inactive means mostly below about 20%;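 further: plate controls were negative control peptide for no effect and reference peptide for full effect; strong numbers were not always called active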
Starred values were filed as active, the others as inactive; i = inactive; u = inconclusive; x = not tested or not shown; & = joins results of further samples. This is a subset; rates above refer to the full screens.

SMILES	MazEF act	TcdB GH inh	DUSP3 inh	PfHsp40 yeast	Yp Topo-I inh	Anthrax LF prot	Rv3671c inh	Vc quorum ag	SARS 3CLpro inh	PriA SSB inh
Clc1ccc(-n2cnc3c(Cl)ncnc32)cc1Cl	12	0.9	x	-2.0	-8	-3	x	x	x	2
Cc1ccc(S(=O)(=O)NC(=O)Nc2ccc(Cl)cn2)cc1	8	0.0	-7	-2.0	4	-3	-22	-5.0	1	8
Oc1ccc(-c2nccc(-c3ccc(F)cc3)n2)cc1	-6	0.7	-16	1.3	0	-5	-20	i	-4	0
Nc1nnnn1/N=C/c1ccccc1C(F)(F)F	6	x	22	-0.6	-6	-1	-3	-5.6	2	x
COc1ccc(/C=C2\Oc3cc(OCC(=O)N4CCC[C@H]4C(=O)O)ccc3C2=O)cc1OC	-22	x	13	1.8	11	-10	2	-0.3	7	-7
C[C@H](NC(=O)c1nc[nH]c1C(=O)N[C@@H](C)C(=O)OC(C)(C)C)C(=O)OC(C)(C)C	-7	1.4	19	-0.1	14	5	7	i	x	-16
C[C@H]1CN([C@@H](C)CO)C(=O)CCCn2nncc2CO[C@H]1CN(C)S(=O)(=O)c1cccc(C#N)c1	-2	0.8&-1.6	x	x	0	-1	x	-1.1	x	x
C[C@H](CO)N1C[C@H](C)[C@@H](CN(C)C(=O)NC2CCCCC2)Oc2ccc(NC(=O)Nc3ccc(C(F)(F)F)cc3)cc2C1=O	3	0.3&0.5	x	0.7	30	-11	-89	i	x	15
COCCOC(=O)c1[nH]c2c(c1C)C(=O)CC(c1cc(OC)c(OC)c(OC)c1)C2 (stereo unspecified)	3	1.2	-10	-0.8	16	-5	0	0.5	1	2
CCn1c(=O)c(C(=O)NC(C)c2ccccc2)c(O)c2ccccc21 (stereo unspecified)	-16	-3.7	1	-0.7	-1	1	x	-0.3	1	-1
CC(NCc1ccc(N(C)C)cc1)C1CC2CCC1C2 (stereo unspecified)	9	x	33	-1.1	-1	-13	1	-0.7	3	10
CN(CC(=O)N1CCN(c2ccccn2)CC1)S(=O)(=O)c1ccc(Br)cc1	-1	x	-4	-0.2	17	-3	-8	i	1	4
O=C(c1cc(-c2ccncc2)nc2ccccc12)N1CCN(c2ncccn2)CC1	3	6.8	x	-1.1	10	2	4	-3.8	x	-7
O=C(NCCCc1ccncc1)C1CCC(=O)N(CCc2cccc(F)c2)C1 (stereo unspecified)	3	-0.6	-15	-0.7	-9	-2	4	-0.2	-2	-7
COCCNC(=O)c1sc2ncn(CC(=O)Nc3ccc(C)c(Cl)c3)c(=O)c2c1C	6	1.4	-7	1.5	-9	1	-6	-0.3	3	2
Cc1ccc(S(=O)(=O)NC2CCCC2)cc1C	7	x	-10	0.3	9	1	1	i	-1	-17
CC(C)(C)NC(=O)c1cc(-c2ccc3c(c2)OCO3)nc2ccccc12	16	1.2	-2	-0.9	5	x	1	i	4	-15
Cc1ccc(N2C(=O)N(CC(=O)NCc3ccccc3Cl)C(=O)C2C)cc1 (stereo unspecified)	1	1.8	6	0.5	7	-2	2	0.3	3	3
CCOc1ccccc1NC(=O)COn1nnc2ccccc21	-1	x	-8	0.7	6	-1	0	0.5	2	-13
CCN(CC)CCOC(=O)c1ccc(NC(=O)c2cn(-c3ccccc3)nc2-c2cccs2)cc1	-30	0.8	11	-1.4	1	-13	x	0.1	3	-2
Cc1c(C(=O)Nc2ccccc2C(=O)N2CCCC2)cccc1[N+](=O)[O-]	8	0.2	1	0.8	-3	2	-3	0.8	7	-9
Cc1ccccc1-c1nnn(CC(=O)N2CCN(S(=O)(=O)c3ccc(Cl)cc3)CC2)n1	8	x	35	-0.2	18	-5	1	0.5	0	2
Cc1ccc(CC(=O)NCCN2CCOCC2)cc1	-26	-4.9	-5	-1.9	-3	3	-2	-0.1	-1	-2
O=C(c1sc2ccccc2c1Cl)N1CCN(c2ncccn2)CC1	1	2.5	0	1.8	25	-1	-7	-0.2	-4	-11
Cc1cc(C)c2c(n1)nn1c(NCCOCCO)cc(C)nc21	0	x	16	-1.2	-2	2	-10	-3.2	0	2&-21
CCC(=O)Nc1ccc(Cl)c(NC(=O)c2ccccc2OC)c1	8	1.7	1	0.4	3	-1	-27	-0.3	0	-6
COCCNCCCCSc1ccc(Cl)cc1	3	1.0	10	-1.8	-2	-1	2	-0.5	2	0
CCCNC(=O)c1ccccc1C(=O)NCCC	5	x	14	0.8	-7	4	-1	i	2	-3
NC(=O)NC(=O)COC(=O)c1ccc2noc(-c3ccccc3)c2c1	9	1.6	30	7.5	0	4	-2	i	1	-9
O=C(Nc1ccc2nsnc2c1)c1ccc2c(c1)OCO2	14	2.3	4	4.6	1	-3	0	-2.5	3	-4
CCc1ccc(NC(=O)C2CCCN(S(C)(=O)=O)C2)cc1 (stereo unspecified)	-16	-0.9	15	-0.9	4	-1	4	-0.2	2	-7
C[C@H](CO)N1C[C@H](C)[C@@H](CN(C)C(=O)Oc2ccccc2)OCc2cn(nn2)CCCC1=O	2	2.2&0.0	x	x	-7	-1	x	0.0	x	x
COc1cc(-c2nnc(NC(=O)c3ccco3)o2)cc(OC)c1OC	9	-0.5	x	-1.6	7	2	7	-0.7	x	10&-1
O=c1c2oc3ccccc3c2ncn1Cc1ccccc1Cl	15	x	4	0.4	19	-7	-10	-0.3	4	1
Cc1ccc(S(=O)(=O)Nc2ccc(C(=O)OCC(=O)N(CCC#N)c3ccccc3)cc2)cc1C	-5	x	-8	1.4	-9	-3	-18	i	1	10
Cc1cccc(NC(=O)NCCN2CCN(c3ccccc3)CC2)c1C	2	8.9	21	0.4	9	-13	5	-0.5	-3	3
Cc1nnc2n1N=CC=C(C(C)(C)C)S2	3	x	15	-0.2	2	-13	5	5.9	1	-7
CCCCC(=O)NCCc1cc2ccc(OC)cc2[nH]c1=O	-2	x	40	-0.3	-7	3	-5	-0.8	-3	-12
Cc1ccc2[nH]c3c(c2c1)SC(C)(C)CC3=O	-3	-0.6	20	1.0	17	-6	2	-0.5	6	-11
COc1ccc(NC(=O)CN2CCc3ccccc3C2)c(OC)c1	5	1.1	26	-0.3	-3	-4	2	-1.7	5	-2

Some of these compounds in order of molar mass, ascending:
SMILES	MazEF act	TcdB GH inh	DUSP3 inh	PfHsp40 yeast	Yp Topo-I inh	Anthrax LF prot	Rv3671c inh	Vc quorum ag	SARS 3CLpro inh	PriA SSB inh
Cc1nnc2n1N=CC=C(C(C)(C)C)S2	3	x	15	-0.2	2	-13	5	5.9	1	-7
CCCCC(=O)NCCc1cc2ccc(OC)cc2[nH]c1=O	-2	x	40	-0.3	-7	3	-5	-0.8	-3	-12
COc1ccc(NC(=O)CN2CCc3ccccc3C2)c(OC)c1	5	1.1	26	-0.3	-3	-4	2	-1.7	5	-2
COc1cc(-c2nnc(NC(=O)c3ccco3)o2)cc(OC)c1OC	9	-0.5	x	-1.6	7	2	7	-0.7	x	10&-1

More records:
SMILES	MazEF act	TcdB GH inh	DUSP3 inh	PfHsp40 yeast	Yp Topo-I inh	Anthrax LF prot	Rv3671c inh	Vc quorum ag	SARS 3CLpro inh	PriA SSB inh
O=C(NNC(=O)c1cccc(S(=O)(=O)Nc2ccccc2F)c1)c1ccncc1	1	1.4	x	x	-6	-4	x	i	x	x
COc1cc(N2C(=O)c3ccccc3C2=O)c(Cl)cc1C(=O)OCC(=O)NCc1ccco1	6	x	27	-0.4	16	-1	2	i	0	-7
CCOc1ccc(NC(=O)C2CCN(S(=O)(=O)CC)CC2)cc1	0	-0.8	16	-0.8	-13	-3	-8	1.8	-1	-5
COc1ccc(C(C(=O)NC(C)(C)C)N(C(=O)Cn2nnc3ccccc32)c2ccc(C(C)=O)cc2)cc1O (stereo unspecified)	7	1.4	3	-0.7	8	-2	-5	0.6	4	-2
CC(C)c1ccc(C(=O)N2CCCC(c3cc(C(=O)NCc4ccccc4)no3)C2)cc1 (stereo unspecified)	x	0.6	x	x	21	-6	x	-0.4	x	x
CCNC(=O)N(C)C[C@H]1N[C@@](C)(C(=O)OC)[C@H]2C(=O)N(Cc3ccccc3)C(=O)[C@@H]12	-2	-0.8	x	-0.3	-1	-6	-4	-1.0	x	-9
COc1cc(C2C3=C(CCCC3=O)Nc3[nH]n(-c4ccccc4)c(=O)c32)cc(OC)c1OC (stereo unspecified)	-10	-0.3	27	-1.5	-4	-3	-4	-0.6	5	-8
Cc1cccc(C)c1Cn1c(C)c(C(=O)NCc2cccc(Cl)c2)sc1=O	x	1.4	x	x	30	-4	x	i	x	x
CCCS(=O)(=O)NC(=O)C1(C)CCN(C(=O)COCc2ccccc2)C1 (stereo unspecified)	x	0.1	x	x	7	-6	x	0.0	x	x
CCNc1ccc(C(=O)OCC)cc1NC(=O)c1cccc(S(=O)(=O)N(C)c2ccccc2)c1	3	1.9	4	0.8	18	-3	-11	-0.3	6	9
COC(=O)c1ccc(S(=O)(=O)N2CCCCCC2)n1C	2	0.3	12	-0.1	0	4	-5	-0.8	4	-9
COc1ccc(N=C2SC(C(=O)N3CCN(c4ccccc4)CC3)CC(=O)N2C)cc1 (stereo unspecified)	5	0.8	35	0.9	35	-7	6	0.0	4	-2
Cc1ccc(SCc2cc(=O)[nH]c(/N=C(\N)Nc3cccc4ccccc34)n2)cc1	-12	1.5	6	-1.5	2	0	0	-0.2	-2	x
CC(C)(C)OC(=O)NCCCCCc1nnc(SCC(=O)Nc2cccc(Cl)c2)o1	-3	x	-6	-0.2	13	0	1	-0.2	2	-6
CC(=O)Cn1cnc2c(cnn2-c2ccc(F)cc2)c1=O	0	0.3	x	x	4	-3	x	i	x	x
CCc1nc2ccc(C(=O)Nc3cccc(OCC(=O)N(C)C)c3)cn2c1N(C)Cc1ccc(OC)cc1	x	1.1	x	x	15	-1	x	-0.5	x	x
Brc1ccc(C2=Nc3cccc4cccc(c34)N2)o1	-3	6.2	-12	-0.2	-33	-1	-3	-0.7	6	6
Cc1ccc(NC(=O)Cn2ncn3c(cc4ccccc43)c2=O)c(C)c1	-10	1.0	7	0.4	2	-7	-17	-3.1	-1	-6
Cc1cc(C[n+]2ncsc2N)c2ncccc2c1	-3	2.0	11	-1.0	6	-4	-12	-0.4	-1	-3
CCOc1ccc(-c2c(=O)n(O)c3ccccc3[n+]2[O-])cc1	11	3.3	x	u	-5	13	2	1.8	1	-12
N#Cc1ccccc1OCC(=O)OCCCOC(=O)COc1ccccc1C#N	4	0.8	5	-0.1	13	-3	2	i	0	-17
COc1ccc(OC)c(Nc2nc(N)c([N+](=O)[O-])c(NC3CCCCC3)n2)c1	15	0.6	-24	-0.4	-6	-2	8	1.4	-1	-14
CN(c1ccc(C(=O)N2CCN(Cc3ccccc3)CC2)cc1)S(=O)(=O)c1ccc(Cl)cc1	-7	0.3	24	0.3	14	-2	5	-7.7	1	10
Cc1ccc2nc(SCC(=O)Nc3ccc(Cl)cc3)nc(=O)n2c1	3	1.9	x	0.6	6	x	-1	-0.3	x	-4
O=C(NCCN1CCOCC1)/C(=C\c1ccc(F)cc1)NC(=O)c1ccccc1	6	1.4	34	-1.1	-2	-1	12	-0.2	0	6
